Source: PubChem (Broad Institute)
U2OS ROS induce: inducers of reactive oxygen species in cancer cells; U2OS ROS induction, H2DCF-DA fluorescence; ROS induction (% of piperlongumine), % at 10 µM; 2% of 46,000 active; in the data active = ROS induction above about 79%, passing the limit was not always enough; inconclusive = no clear call, values can overlap the other calls;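 note: 0% = DMSO vehicle median and 100% = reference compound median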
The depositor's hits bear a star; ? = inconclusive.

SMILES | U2OS ROS induce
CC1=NOC(=O)/C1=C/c1ccc(N(C)C)cc1 | -5
O=c1c(N2CCOCC2)nnc2sc3ccccc3n12 | 20
COC(=O)c1ccccc1NC(=O)Cn1c(C(F)(F)F)nc2ccccc21 | -4
CCCCS(=O)CSc1nc(-c2cccs2)cc(-c2ccccc2)c1C#N (stereo unspecified) | 18
CCCCCCCC1OC(=O)CCC(O)/C=C\C(O)C1O (stereo unspecified) | -4
O=c1c2ccccc2[nH]c(=S)n1CCc1ccccc1 | 16
C[C@H](CO)N1C[C@H](C)[C@@H](CN(C)Cc2ccncc2)Oc2c(NC(=O)C3CCOCC3)cccc2C1=O | -14
C[C@@H]1CN([C@H](C)CO)C(=O)c2cc(NC(=O)c3ccncc3)ccc2O[C@@H]1CN(C)S(C)(=O)=O | -2
C[C@@H]1O[C@@H](Oc2cc(O)c3c(=O)c(O[C@@H]4O[C@@H](C)[C@H](O)[C@@H](O[C@@H]5OC[C@@H](O)[C@H](O)[C@H]5O)[C@H]4O[C@@H]4O[C@H](CO)[C@@H](O)[C@H](O)[C@H]4O)c(-c4ccc(O)cc4)oc3c2)[C@H](O)[C@H](O)[C@H]1O | -10
C[C@@H]1CN([C@H](C)CO)C(=O)CCCn2nncc2CO[C@@H]1CN(C)S(=O)(=O)c1ccccc1 | -3
CCOc1ccc(-n2nc3cc(C)c(NC(=O)c4cc(-n5cnnc5)ccc4Cl)cc3n2)cc1 | -12
O=C(CSc1n[nH]c(-c2ccco2)n1)Nc1ccc(I)cc1 | -6
Cc1ccc(NC(=O)CSc2nc(-c3ccc4c(c3)OCO4)cn2-c2cccc(Cl)c2)cc1C | 8
COc1ccc(NC(=O)N(C)C[C@H]2Oc3ccc(NC(=O)NC(C)C)cc3CC(=O)N([C@@H](C)CO)C[C@H]2C)cc1 | -9
N#CC(C#N)=C(NC12CC3CC(CC(C3)C1)C2)C(F)(F)F | -16
COc1ccc(-c2nnc(SCC(=O)c3ccc(F)cc3)n2-c2ccccc2)cc1OC | 15
C[C@@H]1CCCCO[C@@H](CN(C)C(=O)CCCN(C)C)[C@@H](C)CN([C@H](C)CO)C(=O)c2cc(NS(=O)(=O)c3ccc(F)cc3)ccc2O1 | 8
CCOC(=O)c1sc2nc(N3CCCCC3)c3c(c2c1N)CC(C)(C)OC3 | 4
C[C@@H]1CN([C@@H](C)CO)C(=O)c2cc(NC(=O)Cn3cnnn3)ccc2O[C@@H]1CN(C)S(=O)(=O)c1ccc(F)cc1 | -7
COc1ccc(S(=O)(=O)Nc2cccc3c2O[C@H](CN(C)Cc2ccc4c(c2)OCO4)[C@@H](C)CN([C@@H](C)CO)C3=O)cc1 | 9
CNC[C@@H]1Oc2c(NC(=O)Nc3c(C)noc3C)cccc2C(=O)N([C@@H](C)CO)C[C@@H]1C | -7
COc1ccc(S(=O)(=O)N(C)C[C@@H]2OCc3cn(nn3)CCCC(=O)N([C@H](C)CO)C[C@@H]2C)cc1 | 36
CCCC(O)C#Cc1cnc2c(c1)C(=O)N([C@H](C)CO)C[C@H](C)[C@H](CN(C)S(=O)(=O)c1ccc(OC)cc1)O2 (stereo partly specified) | 12
CC(C)c1ccc(S(=O)(=O)N2CCOCC2)cc1 | -1
CCCN(C)C[C@H]1OCc2cnnn2CCCC(=O)N([C@H](C)CO)C[C@H]1C | -10
C[C@@H]1CN([C@@H](C)CO)C(=O)CCCn2nncc2CO[C@@H]1CN(C)S(=O)(=O)c1ccc(Oc2ccccc2)cc1 | 7
CCN(C(=O)CSc1ncnc2c1sc1ccccc12)c1cccc(C)c1 | 45
O=C(Nc1ccc(Br)cc1)C1CC(=O)N(c2ccccc2)C(=Nc2ccccc2)S1 (stereo unspecified) | -14
C=CC(C)(C)c1[nH]cnc1/C=C1\NC(=O)C(C(C)C)NC1=O (stereo unspecified) | 2
C[C@H]1CN([C@@H](C)CO)C(=O)c2cc(NS(C)(=O)=O)ccc2O[C@H]1CN(C)Cc1ccncc1 | 5
O=C(NO)c1ccc(C(=O)N/N=C/c2ccc([N+](=O)[O-])c(O)c2)cc1 | -9
CS(=O)(=O)N(Cc1ccccc1)c1ccccc1C(=O)Nc1cccc(Br)c1 | 41
CN1C(=O)/C(=C(/C#N)C(N)=O)c2ccccc21 | -12
CNC[C@H]1Oc2c(NC(=O)c3nc4ccccc4s3)cccc2C(=O)N([C@H](C)CO)C[C@@H]1C | -3
CC(C)Cc1nc(SC(C)C(=O)Nc2ccc(Cl)cc2)n[nH]1 (stereo unspecified) | -1
CCC(O)c1ccc2c(=O)c(-c3ccccc3F)coc2c1 (stereo unspecified) | 2

Sorted by SMILES length (ascending): part of the list above.
SMILES | U2OS ROS induce
CN1C(=O)/C(=C(/C#N)C(N)=O)c2ccccc21 | -12
CS(=O)(=O)N(Cc1ccccc1)c1ccccc1C(=O)Nc1cccc(Br)c1 | 41
C[C@@H]1CN([C@@H](C)CO)C(=O)CCCn2nncc2CO[C@@H]1CN(C)S(=O)(=O)c1ccc(Oc2ccccc2)cc1 | 7

(cont.)
SMILES | U2OS ROS induce
Cc1noc(C)c1NC(=O)Nc1ccc2c(c1)C(=O)N([C@H](C)CO)C[C@H](C)[C@H](CN(C)Cc1ccc(C(=O)Nc3ccccc3N)cc1)O2 | 9
C[C@@H]1CN([C@@H](C)CO)C(=O)Cc2cc(NS(=O)(=O)c3ccc(F)cc3)ccc2O[C@@H]1CN(C)S(=O)(=O)c1ccccc1 | 10
C[C@@H]1CN([C@@H](C)CO)C(=O)c2cc(NC(=O)Nc3ccc4c(c3)OCO4)ccc2O[C@@H]1CN(C)S(=O)(=O)c1cn(C)cn1 | -9
CC(=O)OCc1ccccc1Sc1ccccc1C(=O)NCc1ccccc1 | -3
O=C(NCCc1nnc2ccc(N3CCCC3)nn12)c1ccccc1 | -5
O=C(CCCCCCC(=O)Nc1ccccc1O)N/N=C/c1ccccc1[N+](=O)[O-] | -1
O=C(NCc1cccnc1)c1cnn2c(C(F)F)cc(-c3ccccc3)nc12 | 170*
CN(c1ccccc1C(=O)Nc1ccccc1C(=O)N1CCOCC1)S(C)(=O)=O | -5
Cc1sc2nc(SCC(=O)Nc3c(F)cc(F)cc3Br)n(C)c(=O)c2c1C | 2
COc1ccccc1NC(=O)Cn1nnc(-c2cccs2)n1 | ?
C[C@H]1CN([C@@H](C)CO)C(=O)c2cc(NS(=O)(=O)c3ccc(Cl)cc3)ccc2O[C@H]1CN(C)C(=O)Nc1ccc(F)cc1 | 13
CC1C=CCC2C(=O)N(c3cccc(O)c3)C(=O)C12 (stereo unspecified) | -6
CC(C)NC(=O)N(C)C[C@@H]1Oc2ccc(NC(=O)CCC(F)(F)F)cc2C(=O)N([C@H](C)CO)C[C@H]1C | 15
c1ccc(-c2nc3ccc(Cc4ccc5nc(-c6ccccn6)c(-c6ccccn6)nc5c4)cc3nc2-c2ccccn2)nc1 | -9
Cc1nnc(SCC(=O)Nc2ccc(Cl)cc2)n1-c1ccccc1 | -25
COc1cc(/C=C\C(=O)O)cc(OC)c1OC | -5
C1=Cc2nonc2C2C=C(c3ccccc3)N=C12 (stereo unspecified) | 20
O=C(Cn1ccc([N+](=O)[O-])n1)NCc1ccco1 | -7
CC1(C)CC(N=Cc2ccccc2O)CC(C)(C)N1 | -8
C[C@H](CO)N1C[C@H](C)[C@H](CN(C)S(=O)(=O)c2cn(C)cn2)Oc2c(NS(=O)(=O)c3ccccc3)cccc2C1=O | -4
C[C@@H]1CN([C@H](C)CO)C(=O)Cc2cc(NC(=O)Nc3ccc(F)cc3)ccc2O[C@@H]1CN(C)C(=O)Nc1ccccc1 | 9
C[C@H]1CN([C@@H](C)CO)C(=O)Cc2cc(NS(=O)(=O)c3ccccc3)ccc2O[C@@H]1CN(C)C(=O)Nc1ccc(F)cc1 | -3
COc1ccc(S(=O)(=O)N(C)C[C@@H]2Oc3c(NS(=O)(=O)c4ccc(F)cc4)cccc3C(=O)N([C@H](C)CO)C[C@H]2C)cc1 | 20
COc1ccc(CN(C)C[C@@H]2OCCCC[C@@H](C)Oc3ccc(NC(=O)Nc4ccccc4)cc3C(=O)N([C@H](C)CO)C[C@@H]2C)cc1 | 7
Cc1ccc(S(=O)(=O)N(C)C[C@@H]2OCCCC[C@@H](C)Oc3ccc(NC(=O)Nc4ccc(F)cc4)cc3C(=O)N([C@H](C)CO)C[C@@H]2C)cc1 | 28
COc1ccc(S(=O)(=O)N(C)C[C@@H]2Oc3ccc(NC(=O)c4ccncc4)cc3CC(=O)N([C@@H](C)CO)C[C@@H]2C)cc1 | 2
COc1ccc(CN(C)C[C@@H]2Oc3c(NC(=O)Nc4ccc(C(F)(F)F)cc4)cccc3C(=O)N([C@H](C)CO)C[C@@H]2C)cc1 | 15
C[C@@H]1CN([C@H](C)CO)C(=O)c2cc(N(C)C)ccc2O[C@@H]1CN(C)Cc1ccc2c(c1)OCO2 | -6
COc1ccc(-c2cc(OC(=O)c3ccccc3)cc3sc(=O)oc23)cc1 | 28
CNC[C@H]1Oc2c(NC(=O)c3ccncc3)cccc2C(=O)N([C@@H](C)CO)C[C@@H]1C | -18
O=C(Nc1ccc([N+](=O)[O-])cc1O)Nc1ccccc1Br | -5
Cc1c(C#N)c2nc3c(c(-c4ccccc4)c2n1-c1ccccc1)CCCC3 | 55
COc1ccc(NC(=O)c2ccco2)cc1NC(=O)CSc1ccc(Cl)cc1 | 14
Cc1noc(C)c1NC(=O)N(C)C[C@H]1OCCCC[C@@H](C)Oc2ccc(NC(=O)Nc3ccc(C(F)(F)F)cc3)cc2C(=O)N([C@H](C)CO)C[C@@H]1C | 15
C[C@@H]1CN([C@@H](C)CO)C(=O)Cc2cc(NS(=O)(=O)c3ccc(Cl)cc3)ccc2O[C@@H]1CN(C)C(=O)Nc1ccccc1 | 9
COc1cc(/C=C/C=N/NC(=O)c2ccccc2O)ccc1O | 11
CC(=O)c1ccc(NC(=O)CSc2ncnc3c2sc2nc4c(cc23)COC(C)(C)C4)cc1 | -3
COc1ccc(NC(=O)N(C)C[C@@H]2Oc3c(NC(=O)c4ccncc4)cccc3C(=O)N([C@@H](C)CO)C[C@@H]2C)cc1 | 1
O=C(COc1ccc([N+](=O)[O-])cc1)Nc1cccc(-c2nc3c(ccc4ccccc43)o2)c1 | -4
C[C@H](CO)N1C[C@H](C)[C@@H](CN(C)Cc2ccc3c(c2)OCCO3)OCc2cn(nn2)CCCC1=O | 3
COc1ccc(CNc2nc(-c3ccc(Cl)cc3)nn2C(=O)c2ccco2)cc1 | 18
O=C(Nc1ccccc1)c1ccc(S(=O)(=O)NCc2ccco2)cc1 | -20
S=c1[nH]nc(Cc2cccc3ccccc23)o1 | 9
C[C@@H]1CN([C@@H](C)CO)C(=O)c2cc(N(C)C)ccc2O[C@H]1CN(C)C(=O)Nc1ccc(C(F)(F)F)cc1 | 3
Cc1cccc(C(=O)Nc2ccc3[nH]c(=O)[nH]c3c2)c1 | 3
C[C@@H]1CN([C@@H](C)CO)C(=O)Cc2cc(NS(C)(=O)=O)ccc2O[C@@H]1CN(C)S(=O)(=O)c1ccc(F)cc1 | -11
C[C@H]1CN([C@@H](C)CO)C(=O)c2cc(NC(=O)c3ccncc3)ccc2O[C@H]1CN(C)Cc1ccc(C(=O)Nc2ccccc2N)cc1 | 10
O=C1N(Cc2ccccc2)Cc2ccccc2[C@@H]2OC(c3ccc(OCCCO)cc3)=N[C@]12CCS(=O)(=O)c1ccccc1 | ?
COC(=O)c1cccc(NC(=O)CSc2nc3ccccc3s2)c1 | 33
O=C(CCCCCC(=O)Nc1ccccc1O)N/N=C\c1ccncc1Br | 30
O=C(CCNS(=O)(=O)c1cccc2nsnc12)N1CCc2ccccc21 | -9
C=CC/C=C\C/C=C\CCCCCCCc1cccc(O)c1C(=O)O | -9
CC(=O)Nc1ccc2nc(SCc3c(C)cc(C)cc3C)sc2c1 | -15
CC(C)NC(=O)C(C)n1cccc1C(=O)c1ccccc1 (stereo unspecified) | -4
COc1ccc(NC(=S)NC2CC(C)(C)NC(C)(C)C2)cc1 | -2
CNC[C@@H]1Oc2c(NS(C)(=O)=O)cccc2C(=O)N([C@@H](C)CO)C[C@@H]1C | 5
CC(C)C1C(=O)NN(c2ccccc2)C1=S (stereo unspecified) | 10
C[C@H](CO)N1C[C@H](C)[C@@H](CN(C)S(=O)(=O)c2cccs2)Oc2ccc(NS(=O)(=O)c3ccc(F)cc3)cc2C1=O | -2
COc1ccccc1-c1nn(CCC(=O)NCCc2ccc(Cl)cc2)c2nc(C)cc(C)c12 | 9
CCOC(=O)c1c(NC(=O)COc2ccccc2Cl)sc2c1CCCC2 | 0
C[C@H]1CN([C@@H](C)CO)C(=O)c2cc(NC(=O)CCC(F)(F)F)ccc2O[C@H]1CN(C)Cc1ccc2c(c1)OCO2 | 18

Entries shown so far that have an aryl thioether with sulfur outside any ring (13):
SMILES | U2OS ROS induce
CCCCS(=O)CSc1nc(-c2cccs2)cc(-c2ccccc2)c1C#N (stereo unspecified) | 18
O=C(CSc1n[nH]c(-c2ccco2)n1)Nc1ccc(I)cc1 | -6
Cc1ccc(NC(=O)CSc2nc(-c3ccc4c(c3)OCO4)cn2-c2cccc(Cl)c2)cc1C | 8
COc1ccc(-c2nnc(SCC(=O)c3ccc(F)cc3)n2-c2ccccc2)cc1OC | 15
CCN(C(=O)CSc1ncnc2c1sc1ccccc12)c1cccc(C)c1 | 45
CC(C)Cc1nc(SC(C)C(=O)Nc2ccc(Cl)cc2)n[nH]1 (stereo unspecified) | -1
CC(=O)OCc1ccccc1Sc1ccccc1C(=O)NCc1ccccc1 | -3
Cc1sc2nc(SCC(=O)Nc3c(F)cc(F)cc3Br)n(C)c(=O)c2c1C | 2
Cc1nnc(SCC(=O)Nc2ccc(Cl)cc2)n1-c1ccccc1 | -25
COc1ccc(NC(=O)c2ccco2)cc1NC(=O)CSc1ccc(Cl)cc1 | 14
CC(=O)c1ccc(NC(=O)CSc2ncnc3c2sc2nc4c(cc23)COC(C)(C)C4)cc1 | -3
COC(=O)c1cccc(NC(=O)CSc2nc3ccccc3s2)c1 | 33
CC(=O)Nc1ccc2nc(SCc3c(C)cc(C)cc3C)sc2c1 | -15

Not all compounds are listed; the hit share may differ from the screen's.
